PDI turbidity: PDI (human) enzyme inhibition. 0.052% of 350,000 active. P07237. inhibition, % at 10 µM. PDI insulin aggregation turbidity, A650, 90 min. AID 588391;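 active means mean inhibition across replicates of 30% or more, whatever share of single replicates reach that level; inconclusive means mean inhibition below 30% while every single replicate reaches 30%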;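 further: absorbance from insulin aggregation driven by PDI reduction with DTT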
Target sequence (P07237 whole entry, looked up): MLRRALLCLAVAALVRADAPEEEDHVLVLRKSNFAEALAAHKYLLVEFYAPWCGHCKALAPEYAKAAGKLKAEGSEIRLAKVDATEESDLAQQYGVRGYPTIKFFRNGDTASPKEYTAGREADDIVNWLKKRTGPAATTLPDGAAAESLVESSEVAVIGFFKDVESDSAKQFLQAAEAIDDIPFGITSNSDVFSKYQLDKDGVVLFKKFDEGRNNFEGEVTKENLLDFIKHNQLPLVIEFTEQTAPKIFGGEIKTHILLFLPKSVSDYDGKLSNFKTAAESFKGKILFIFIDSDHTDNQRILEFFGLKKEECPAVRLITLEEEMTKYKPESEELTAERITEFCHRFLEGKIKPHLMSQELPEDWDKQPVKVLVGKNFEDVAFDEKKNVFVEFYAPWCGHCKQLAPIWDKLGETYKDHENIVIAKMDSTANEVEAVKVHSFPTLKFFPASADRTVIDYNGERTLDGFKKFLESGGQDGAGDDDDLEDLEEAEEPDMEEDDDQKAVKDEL
NR2E3 ag-1: NR2E3 (human) agonism. Q9Y5X4. GST-NR2E3/biotin-RetCOR TR-FRET, 1536-well. inhibition of corepressor binding, % at 4.78 µM. 0.12% of 320,000 active. AID 2300;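 active means percent inhibition above the cutoff of mean plus 3 SD of all tested compounds, set per screening campaign, cut at about 20% in these data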;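 further: 0% = DMSO wells and 100% = biotin wells as full block of FRET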
Target sequence (Q9Y5X4 whole entry, looked up): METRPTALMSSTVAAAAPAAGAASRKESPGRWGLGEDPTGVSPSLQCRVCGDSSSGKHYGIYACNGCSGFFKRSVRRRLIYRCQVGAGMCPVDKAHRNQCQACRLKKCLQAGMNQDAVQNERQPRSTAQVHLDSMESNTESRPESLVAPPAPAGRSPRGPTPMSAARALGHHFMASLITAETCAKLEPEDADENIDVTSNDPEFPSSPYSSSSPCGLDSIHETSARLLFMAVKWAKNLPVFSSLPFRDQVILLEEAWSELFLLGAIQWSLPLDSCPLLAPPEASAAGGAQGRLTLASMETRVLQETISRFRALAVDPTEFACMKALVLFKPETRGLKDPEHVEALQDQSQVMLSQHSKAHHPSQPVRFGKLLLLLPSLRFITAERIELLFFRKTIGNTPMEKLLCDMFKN
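Assay system: NR2E3–RetCOR corepressor complex. Quantity: 1.35 nM GST-NR2E3. Buffer or medium: pH 7.5 Tris-based buffer. Reagent: biotinylated RetCOR corepressor at 7 nM final. Schedule: 5 h at 4 °C. Detection: TR-FRET, emission read at 617 and 671 nm. Replicates: one well per compound, singlicate testing.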
aDG glyco up: alpha-DG glycosylation activation; 0.22% of 360,000 active; activation, % at 10 µM; Pro5-aDG cells, alpha-DG glycosylation AlphaScreen (IIH6); 0% Pro5, 100% B10-LARGE cell signal; AID 624168;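 active means activation of at least 8% versus controls, or a plate z-score of at least 8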;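 further: Pro5 are CHO cells carrying HIG-tagged alpha-DG that lacks glycosylation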
NR2E3 ag-2: activates human NR2E3 receptor. Q9Y5X4. CHO-S Gal4-NCOR/VP16-NR2E3 two-hybrid, luciferase. inhibition of corepressor binding, % at 3.98 µM. 0.35% of 360,000 active. AID 602229;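 active means inhibition above the mean of all tested compounds plus 3 SD, cut at about 70% in these data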;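 further: 0% = DMSO with NR2E3 transfected cells and 100% = cells lacking NR2E3 construct; higher means lower luciferase signal from less NR2E3 corepressor binding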
CaV13 ICDI inh: Disruptors of the CACNA1D IQ motif to Ca2+-dependent inactivation inhibitor domain association, primary screening, Förster resonance energy transfer in intact living …; HEK cells, CFP/YFP FRET ICDI-IQ, plate reader, 10 min; percent FRET-ratio fall versus neutral wells; inhibition, % at 12.3 µM; 0.098% of 340,000 active; AID 743397;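 active means mean replicate inhibition of at least 30% and at least 1% of replicates passing that level; inconclusive means only one of the two criteria is met; inactive means neither criterion is met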;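 further: 0% = median of the neutral control wells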
iPSC survival up: enhancers of human iPSC single-cell survival; hiPSC single-cell survival, ATPlite luminescence; 100% = ROCK inhibitor wells, 0% = DMSO; survival enhancement, % at 20 µM; 0.044% of 360,000 active; AID 602274; in the data active means survival enhancement above about 18%;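 further: cells exposed to compounds for 16 hours before the ATP read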
Peg3 prom inh: reduces Peg3 promoter-driven luciferase expression in HeLa; HeLa PEG-Prom luciferase reporter, luminescence, overnight; 1.7% of 360,000 active; inhibition, % at 20 µM;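 active means inhibition of at least 50% at 20 µM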
HIF-2a inh: blocks HIF-2a reporter activity; 786-0 RCC cells HIF-2a reporter, luciferase luminescence, overnight; inhibition, % at 18.8 µM; 0.72% of 360,000 active;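 active means inhibition of the luminescence signal of 40% or more relative to plate controls, in a single-dose primary screen at 18.75 µM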
MITF TRPM1 inh: inhibitors of MITF-driven TRPM1 promoter in melanoma cells. SK-MEL-5 TRPM1 promoter luciferase, 24 h. 0.83% of 330,000 active. inhibition, % at 12.5 µM;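 active means mean inhibition across replicates of 60% or more, whatever share of single replicates reaches that level; inconclusive means some that reach 60%, reason not given; inactive means mean inhibition across replicates below 60%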; further: values of inactives mirror those of a sister screen read the other way
Granule exo inh: blocks lytic granule exocytosis; inhibition, % at 10 µM; 0.66% of 360,000 active; TALL-104 LAMP-1 surface exposure, flow cytometry; cells stimulated with thapsigargin and PMA;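 active means inhibition above about 55%, limit read from the data; inconclusive means no clear call, values can overlap the other calls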
Vif inh: HIV Vif inhibition; HEK293T cells, Vif self-association by quenched fluorescence, imaging, 24 h; inhibition, % at 7.49 µM; 0.35% of 340,000 active; in the data active means inhibition above about 50%, passing the limit was not always enough; inconclusive means no clear call, values can overlap the other calls; inactive means below about 31%; further: some results filed as inactive read as strong as hits
* = called active by the depositor; ? = inconclusive; . = no result given. Hits appear at their usual frequency (roughly 3.5% active in at least one column).

The opening 3 entries (preview)
SMILES	PDI turbidity	NR2E3 ag-1	aDG glyco up	NR2E3 ag-2	CaV13 ICDI inh	iPSC survival up	Peg3 prom inh	HIF-2a inh	MITF TRPM1 inh	Granule exo inh	Vif inh
O=S(=O)(c1ccc(Cl)cc1)N1CCCN(c2ccc(C(F)(F)F)cn2)CC1	4	-1	0.1	10	-5	-0.3	19	22	-56	-7	-13
O=C(COC(=O)c1cnccn1)Nc1ccccc1-c1ccccc1	5	1	-0.1	-4	-2	0.2	-10	4	-1	2	-2
Cc1cc(C)cc(C(=O)NC(CC(N)=O)c2ccc(N3CCC(Cc4ccccc4)CC3)c([N+](=O)[O-])c2)c1 (configuration not stated)	-1	-3	-0.1	0	-7	0.6	-91	9	-3	-6	3

The listing, from the start:
SMILES	PDI turbidity	NR2E3 ag-1	aDG glyco up	NR2E3 ag-2	CaV13 ICDI inh	iPSC survival up	Peg3 prom inh	HIF-2a inh	MITF TRPM1 inh	Granule exo inh	Vif inh
O=S(=O)(c1ccc(Cl)cc1)N1CCCN(c2ccc(C(F)(F)F)cn2)CC1	4	-1	0.1	10	-5	-0.3	19	22	-56	-7	-13
O=C(COC(=O)c1cnccn1)Nc1ccccc1-c1ccccc1	5	1	-0.1	-4	-2	0.2	-10	4	-1	2	-2
Cc1cc(C)cc(C(=O)NC(CC(N)=O)c2ccc(N3CCC(Cc4ccccc4)CC3)c([N+](=O)[O-])c2)c1 (configuration not stated)	-1	-3	-0.1	0	-7	0.6	-91	9	-3	-6	3
CC(C)Oc1ccc(CCc2n[nH]c(=S)n2Cc2ccccc2)cc1	-3	2	0.7	-6	.	2.6	4	11	6	-1	1
O=C(Nc1ccccc1)N1CCN(c2ncccn2)CC1	6	1	-0.1	-11	-3	1.2	-3	4	-8	0	6
Cc1ccc(N(C)C(=O)CC(C)S(=O)(=O)c2ccc3c(c2)NC(=O)CO3)cc1 (configuration not stated)	17	-1	0.3	-5	-6	1.7	4	11	10	-5	4
NC(=O)C1=C[C@H](c2ccc(C(F)(F)F)cc2)C[C@H](OCCCCO)O1	6	1	0.0	-31	-11	5.1	-3	-12	-3	-7	6
N#Cc1c(-c2cccnc2)cc(-c2ccccc2)nc1N	13	3	0.6	-23	-21	-0.7	-10	-7	.	4	4
COc1ccc(C(=O)Nc2ccc3c(c2)nc(CCNC(=O)c2ccco2)n3C)cc1	-21	4	-0.2	-23	-2	1.1	-127	-109	-33	-8	-7
Cc1c(NC2(c3nnnn3-c3ccc(Br)cc3)CCCCC2)c(=O)n(-c2ccccc2)n1C	1	-1	0.3	8	-5	-2.6	24	6	5	4	-20
COCCNc1nnc(SCC(=O)NC2CCCCC2)s1	7	2	-0.1	-7	-6	-0.3	4	6	8	16	-2
O=S1(=O)c2c(F)cccc2OC(COc2ccccc2)CN1CCc1ccc(F)cc1 (configuration not stated)	10	.	0.1	-21	-10	-0.3	-18	-65	-26	-6	12
O=C(NN=Cc1ccccc1C(=O)O)c1ccc(NS(=O)(=O)c2cccs2)cc1	0	.	-0.1	-7	-3	7.6	4	7	-1	-3	2
O=C(C1CCCN(c2ncccn2)C1)N1CCc2ccccc21 (configuration not stated)	6	-1	0.0	-7	-8	2.1	-3	-11	1	1	-3
O=C(Nc1cccc([N+](=O)[O-])c1)Nc1ccc(Cl)cn1	-1	1	-0.9	-7	-4	-0.9	-10	6	-6	6	-3
NS(=O)(=O)c1ccc(CNC(=O)C2(c3ccc(Cl)cc3)CC2)cc1	-1	-3	0.0	21	-2	-0.6	8	13	-6	2	-1
CCCN(CCC)CCCNC(=O)c1ccc2c(Cl)c3c(nc2c1)CCC3	-12	-2	0.3	7	-21	-0.3	-19	-36	-14	30	-9
CCc1[nH]nc(C(=O)N2CCCC(Nc3ccc(C(C)C)cc3)C2)c1C (configuration not stated)	-13	3	0.4	8	-7	0.0	8	-12	12	2	-5
COc1ccc(CC(=O)N2CCN=C2SC)cc1	.	2	0.2	-19	-2	0.4	1	-5	5	-2	18
COC(CNC(=O)CSCc1nc(-c2ccc(SC)cc2)oc1C)OC	2	-3	0.2	69	-3	0.7	7	-4	15	-2	5
O=C(CCSCc1ccccc1Cl)NCc1ccco1	0	1	0.3	-9	-3	-0.1	-7	10	0	2	2
CCNC(=O)/N=C1/NC(=O)C(C(C)C)O1 (configuration not stated)	3	1	22*	-10	.	1.6	2	0	10	-3	1
Cc1ccc(NC(=O)C(=O)c2c[nH]c3ccccc23)cc1	-3	.	-0.2	-180	-20	-0.6	-269	-253	-69	10	-1
COc1ccc([C@@H]2CC=C(C(=O)O)CN2S(=O)(=O)c2ccc(C)cc2)cc1OC	3	1	-0.1	-27	-11	-2.5	-1	7	0	-1	.
CCCn1c(CC)nc([N+](=O)[O-])c1Sc1ncn[nH]1	-3	.	-0.2	-2	-6	-0.7	-9	-2	.	-2	.
Continued:
SMILES	PDI turbidity	NR2E3 ag-1	aDG glyco up	NR2E3 ag-2	CaV13 ICDI inh	iPSC survival up	Peg3 prom inh	HIF-2a inh	MITF TRPM1 inh	Granule exo inh	Vif inh
CCOc1ccc(NS(=O)(=O)c2ccc3c(c2)CCN3C(C)=O)cc1	2	-1	1.0	9	-19	1.4	10	-1	18	1	-11
O=C(CN1C(=O)c2ccccc2S1(=O)=O)NCCc1ccc(F)cc1	-5	.	-0.1	-12	-5	-0.7	6	13	-4	0	18
CCOC(=O)c1c(C)[nH]c(C)c1S(=O)(=O)NCC1CCN(Cc2ccccc2OC)CC1	-2	0	-0.3	-23	-3	0.1	0	7	0	0	1
Cc1cc(C)c(C(=O)COC(=O)c2cccc(S(=O)(=O)N3CCOCC3)c2)cc1C	5	.	-0.2	-12	-17	4.6	-1	13	.	2	-1
COc1ccc(-c2ccc(C(=O)Nc3ccc4c(c3)OCO4)c3occc23)c(C)c1	8	.	0.6	-169	-5	0.2	-412	-274	.	-18	-14
CSc1ccc(/C=N/NC(=O)CN2CCN(Cc3ccc(Cl)cc3)CC2)cc1	0	-3	-0.3	7	-3	-0.4	5	32	13	-4	-1
CCOC(COC(=O)c1ccccc1C(=O)O)c1ccccc1 (configuration not stated)	7	.	-0.2	2	-10	4.6	2	13	.	3	-3
Cc1ccc([N+](=O)[O-])cc1S(=O)(=O)NCc1cccnc1	5	-4	-0.2	4	-3	0.2	2	15	7	0	8
Cc1cccc(C)c1-n1nnnc1C1c2ccccc2C(=O)N1CCc1ccccc1F (configuration not stated)	.	.	-0.1	-57	-7	-0.8	.	-192	.	-2	.
N#Cc1ccc(CN2CCN(C(=O)CCNS(=O)(=O)c3ccc(F)c(F)c3)CC2)cc1	1	5	-0.1	11	-5	-0.4	9	0	4	2	-5
Cc1occc1-c1nnc(SCC(=O)NCCc2ccccc2)o1	3	6	0.3	-10	-4	-0.6	-18	-9	-18	-1	16
[O-][n+]1ccc(C(O)c2ccccc2)cc1 (configuration not stated)	-11	5	-0.1	6	6	-0.3	7	16	-6	-6	33
NS(=O)(=O)c1cc(C(=O)OCC(=O)N2CCOCC2)ccc1Cl	0	3	0.0	-11	-7	0.0	-11	-12	11	7	-4
COc1cccc(CNc2nc3cc(-c4ccccc4)sc3c(=O)n2C)c1	-2	.	0.1	-15	-10	1.5	-20	-102	.	?	-2
O=C(CCCSc1ccccc1)Nc1nc(-c2ccccn2)cs1	-3	2	2.0	-15	.	3.4	14	-4	12	-2	-13
O=C(O)c1cccc(NC(=O)C2CC(=O)N(Cc3ccccc3)C2)c1 (configuration not stated)	12	3	2.2	2	-4	-1.6	9	15	-4	-2	35
Cc1cc(C)c(C)c(C(=O)C2OC(=O)C(C)(C)C(=O)C2(C)C)c1C (configuration not stated)	10	1	-0.4	-2	-18	2.4	11	15	10	4	8
CCc1ccc(NC(=O)N(CCN(C)C)C(C)c2cccnc2)cc1 (configuration not stated)	-9	4	0.0	4	-6	0.2	14	4	-4	2	11
OCCN(Cc1ccccc1)Cc1cccc(F)c1	5	2	0.1	-8	-5	-1.6	4	11	9	-1	-1
O=C1C2CCCCN2C(=O)N1CCCCN1CCN(c2cccc(Br)c2)CC1 (configuration not stated)	-2	1	0.2	16	-3	0.7	1	4	15	15	-6
COC(=O)c1ccc(CSc2nc3ccc(S(N)(=O)=O)cc3[nH]2)cc1	-2	3	0.0	-1	-4	0.1	2	0	-15	-1	26
O=C(CCCCCN1C(=O)c2ccccc2C1=O)NC1CCCC1	-6	2	-0.1	-7	.	4.0	14	15	4	2	0

Full records, quoted from the list.
CCNC(=O)/N=C1/NC(=O)C(C(C)C)O1 (configuration not stated) is listed as PDI turbidity = 3; NR2E3 ag-1 = 1; aDG glyco up = 22*; NR2E3 ag-2 = -10; CaV13 ICDI inh = .; iPSC survival up = 1.6; Peg3 prom inh = 2; HIF-2a inh = 0; MITF TRPM1 inh = 10; Granule exo inh = -3; Vif inh = 1
COc1ccc([C@@H]2CC=C(C(=O)O)CN2S(=O)(=O)c2ccc(C)cc2)cc1OC is listed as PDI turbidity = 3; NR2E3 ag-1 = 1; aDG glyco up = -0.1; NR2E3 ag-2 = -27; CaV13 ICDI inh = -11; iPSC survival up = -2.5; Peg3 prom inh = -1; HIF-2a inh = 7; MITF TRPM1 inh = 0; Granule exo inh = -1; Vif inh = .
O=C(C1CCCN(c2ncccn2)C1)N1CCc2ccccc21 (configuration not stated) is listed as PDI turbidity = 6; NR2E3 ag-1 = -1; aDG glyco up = 0.0; NR2E3 ag-2 = -7; CaV13 ICDI inh = -8; iPSC survival up = 2.1; Peg3 prom inh = -3; HIF-2a inh = -11; MITF TRPM1 inh = 1; Granule exo inh = 1; Vif inh = -3
